# Source: PubChem BioAssay (National Center for Advancing Translational Sciences (NCATS))
# ERK EGF inh: qHTS Assay for Inhibitors of the ERK Signaling Pathway using a Homogeneous Screening Assay; Stimulation with EGF; 0.41% of 130,000 active; Potency, µM (top dose mostly 11.5 µM), inactives show at the highest dose activity change, negative = inhibition, usual class: inhibitors; HEK293-V1b, EGF-stimulated phospho-ERK AlphaScreen; AID 1454, 2008; active means well fitted inhibition curve with a large enough effect; inconclusive means small, poorly fitted or top-dose-only effect, or effect the other way;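 further: plate controls were stimulated vehicle wells for no effect and unstimulated vehicle basal for full effect; nearly all actives have a fitted effect of over 55% in size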
#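 HEK293 cells stably expressing V1b receptor, serum-reduced (1% FBS) overnight, pretreated 30 min with compound, then stimulated 5 min with 25 nM EGF; phospho-ERK detected by AlphaScreen SureFire. AC50 from Hill fits, normalized to DMSO and EGF.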
# Numbers without * were called inactive; ? = inconclusive; & = joins results of further samples; [ ] = dose if it differs, or a comment. Potency means the concentration at half of the fitted maximal effect. These rows are one share of the data; count on the stated rates, not on these rows.
SMILES,ERK EGF inh
CC(=O)OCC(=O)[C@@]12OC(C)(C)O[C@@H]1C[C@H]1[C@@H]3C[C@H](F)C4=CC(=O)C=C[C@]4(C)[C@@]3(F)[C@@H](O)C[C@@]12C,5%[57.5 µM]
COc1ccc(C2CC(c3ccccc3OC(=O)/C=C/c3ccccc3)=NN2C(C)=O)cc1 (stereo not drawn),-7%[57.5 µM]
OCC1O[C@H](OC2C(CO)O[C@@](O)(CO)C2O)C(O)C(O)C1O (stereo partly drawn),24%
Cc1csc(NC(=O)CSc2ccc(-c3ccccc3)nn2)n1,?
Cc1ccc(NS(=O)(=O)c2ccc(N3CCN(c4ccc(O)cc4)CC3)c([N+](=O)[O-])c2)c(C)c1,?
O=C(c1ccccc1)N(Cc1nc2ccccc2c(=O)[nH]1)C1CCCCC1,7%
Cc1cc(N2CCCCC2)nc(N2CCCCC2)n1,-5%
C(#Cc1ccccc1)C[N+]1(CC#Cc2ccccc2)CCCCC1,-12%
COC(=O)c1ccc(/C=N/NC(=O)C(=O)NCC2CCCO2)cc1 (stereo not drawn),8%[57.5 µM]
CCCOc1nc(C)cc(COC)c1C(N)=O,-18%
Cc1ccc(C)c(NC(=O)C(Sc2nc3ccccc3c(=O)n2CC(C)C)c2ccccc2)c1 (stereo not drawn),-11%
CCCn1nnc(NC(=O)C(C)C)n1,-6%[57.5 µM]
CCN(CC)C(=S)NC(=O)c1ccc(F)cc1,-16%
CSc1ccccc1C(=O)N(C)Cc1ccccc1,-1%
CCC(C)C(NC(=O)C1CCC(C)CC1)C(=O)NCCCN1CCCCC1CC (stereo not drawn),5%
CCc1ccc(/C=C2\Oc3ccc(C(=O)OC)cc3C2=O)cc1,0%
Cc1cccc(NC(=O)NC(=S)NC(=O)c2ccccc2)c1,11%
CCc1ccccc1NC(=O)CSc1nnc(-c2ccncc2)o1,7%
Cc1cccc(C)c1NC(=O)Cn1c(CN2CCCCC2)nc2ccccc2c1=O,2%
C#CC(N)CCC(=O)O (stereo not drawn),19%
COc1ccc(NC(=O)CC2SC(=O)NC2=O)cc1 (stereo not drawn),3%[57.5 µM]
Cc1ccc(N/N=C2\CC(=O)c3ccccc32)cc1Cl,-21%[57.5 µM]
CC(=O)c1ccc(COC(=O)c2ccccc2NC(=O)C(C)C)cc1,-12%
NS(=O)(=O)c1ccc(N=Nc2c(-c3ccccc3)[nH]n(-c3nc(-c4ccccc4)cs3)c2=O)cc1,?
COc1cc(OC)cc(C(=O)NC(=S)NNC(=O)[C@H]2C[C@@H]2c2ccccc2)c1,-5%[57.5 µM]

# Five records picked at random from those above, as already listed:
SMILES,ERK EGF inh
CC(=O)OCC(=O)[C@@]12OC(C)(C)O[C@@H]1C[C@H]1[C@@H]3C[C@H](F)C4=CC(=O)C=C[C@]4(C)[C@@]3(F)[C@@H](O)C[C@@]12C,5%[57.5 µM]
CCN(CC)C(=S)NC(=O)c1ccc(F)cc1,-16%
Cc1cccc(NC(=O)NC(=S)NC(=O)c2ccccc2)c1,11%
Cc1ccc(N/N=C2\CC(=O)c3ccccc32)cc1Cl,-21%[57.5 µM]
COC(=O)c1ccc(/C=N/NC(=O)C(=O)NCC2CCCO2)cc1 (stereo not drawn),8%[57.5 µM]

# (cont.)
SMILES,ERK EGF inh
Cc1ccc(NC(=O)Cc2c(Cl)cccc2Cl)cc1S(=O)(=O)N(C)C,2%
O=C(Nc1ccc([N+](=O)[O-])cc1)c1ccc(Cn2cc([N+](=O)[O-])cn2)cc1,?
O=C(NCc1ccccc1)C1=C[C@H](c2ccc(C(F)(F)F)cc2)C[C@H](OCc2ccc(CO)cc2)O1,6%[57.5 µM]
O=C1CN(C(=O)CSc2nc(-c3ccc(Cl)cc3)cs2)c2ccccc2N1,-4%
CCOC(=O)C1(CCc2ccccc2)CCN(C(=O)CCc2cnccn2)CC1,4%
O=C(/C=C/c1cccs1)c1ccc(NC(=O)c2ccccc2F)cc1,-10%
CCOC(=O)C1CCCNC1=O (stereo not drawn),2%[57.5 µM]
COc1ccc(N(CC(=O)Nc2cccc(C(F)(F)F)c2)S(C)(=O)=O)cc1,-7%
CCCN1CN=C(Nc2nc3ccccc3o2)NC1,1%[57.5 µM]
O=C(NC(=S)NNC(=O)c1ccccc1O)c1ccco1,-6%
CCOC(Cn1ccc(=O)[nH]c1=O)OCC,0%[57.5 µM]
CC(=O)OC1CCC2(C)C(CCC3(C)C2C(=O)C=C2C4CC(C)(C(=O)OCCN5CCCCC5)CCC4(C)CCC23C)C1(C)C (stereo not drawn),2%
Cc1ccc(C(=O)OCC(=O)Nc2nc(-c3ccccc3)cs2)cc1NC(=O)c1ccco1,3%
COc1cccc(CN2CCN(c3ccc(F)cc3)C2=O)c1,19%
O=C(O)CCSc1ncnc2sc(-c3ccccc3)cc12,12%[57.5 µM]
O=C(Nc1ccc(N2CCCCC2)cc1)c1cc([N+](=O)[O-])cc([N+](=O)[O-])c1,0%
CCCN1CNC(=S)N(CC2CCCO2)C1 (stereo not drawn),5%
CCOC(=O)C1(Cc2ccc(OC)cc2)CCN(C(=O)c2ccc3[nH]ccc3c2)CC1,2%
Cc1nc(NS(=O)(=O)c2ccccc2)sc1NC(=O)Nc1ccc(Cl)cc1,-4%[57.5 µM]
Cn1c(Oc2ccc(F)cc2F)c(C=O)c2ccccc21,6%
C=C(CO)C1Cc2c(ccc3c2OC2COc4cc(OC)c(OC)cc4C2C3=O)O1 (stereo not drawn),-9%
O=[N+]([O-])c1ccc(-c2cn3c(n2)CCC3)cc1,-12%[57.5 µM]
CN(C)CCOCCOc1ccc(Cl)cc1C(C)(C)C,-2%
Cn1ccnc1SCC(=O)c1ccc([N+](=O)[O-])cc1,-13%
COc1ccc(NC(=O)CSc2ccc3ccccc3c2)cc1S(=O)(=O)N1CCCCC1,4%

# The results go on:
SMILES,ERK EGF inh
Cc1cc(N(C)/N=C/c2ccccc2O)nc(-c2ccccc2O)n1,5%
O=C(Cc1cccs1)N(CC1CCCO1)C1(C(=O)NC2CCCC2)CCCCC1 (stereo not drawn),-1%
CCn1nc(C)cc1C(=O)Sc1cccc(Br)c1,-10%[57.5 µM]
COc1ccc(CCNC(=O)CN(C)S(=O)(=O)c2ccc(Br)s2)cc1OC,-7%
CCN(CC)C1=N/C(=C\c2ccc(OC)cc2)C(=O)N1c1ccccc1,-7%
Cc1cc(C)cc(OCC(=O)N/N=C\c2cn(C)nc2C)c1,16%
CCSc1nnc(NC(=O)COc2ccc(Cl)cc2)s1,-5%
CCn1c(CNc2ccc(F)cc2)nnc1SCC#N,-6%
O=C(Nc1ccccc1)Nc1ccc(Oc2ncnc3cc(Cl)ccc23)nc1,12%[57.5 µM]
CCCC(NC(=O)c1ccco1)c1nc2ccccc2[nH]1 (stereo not drawn),-7%
O=C1CCC(NC(=O)c2ccccc2)C(=O)N1 (stereo not drawn),-3%[57.5 µM]
OCCN(CCO)CC(O)CN(c1ccccc1)c1ccccc1 (stereo not drawn),4%[57.5 µM]
O=C(c1ccccc1)C1CCN(CC(=O)N2CCN(c3ccccc3)CC2)CC1,3%
CCOC(=O)CNC(=S)N(Cc1ccccc1)Cc1cccnc1,16%
CC(=O)N1CCC2(CC1)CCN(c1ccccn1)CC2,3%
COc1cccc(CS(=O)(=O)c2ccccc2)c1,-4%
CCCN(CCC)S(=O)(=O)c1ccc(C(=O)NNC(=O)c2cc(OC)c(OC)c(OC)c2)cc1,-26%[57.5 µM]
COc1ccc(NC(=O)CSc2nnc(N)n2CC(=O)Nc2ccc(OC)cc2)cc1,-2%
Cc1ccc(NC(=O)c2cc(C)n(-c3ccccc3)c2C)cc1,-6%
CNC(=S)N/N=C(\C)c1cccc(C(F)(F)F)c1,-13%
COc1ccc(NC(=O)c2ccccc2[N+](=O)[O-])cc1,-1%
CCc1nnc(NC(=O)CN2CCN(c3cccc(OC)c3)CC2)s1,6%
C=C(C)CSc1nc2ccccc2c(=O)n1-c1c(C)n(C)n(-c2ccccc2)c1=O,-8%
CCCCN(C)CCNC(=O)c1ccc(Cn2c(=S)[nH]c3ccc(Br)cc3c2=O)cc1,3%
CC(=O)OC1CC(OC(C)=O)[C@]2(C)C(CC(=O)[C@]3(C)C2CC[C@@]2(C)C(c4ccoc4)OC(=O)C4O[C@@]423)C1(C)C (stereo partly drawn),4%

# Four structures out of the list, sorted by SMILES length, high to low.
SMILES,ERK EGF inh
CCOC(=O)CNC(=S)N(Cc1ccccc1)Cc1cccnc1,16%
CNC(=S)N/N=C(\C)c1cccc(C(F)(F)F)c1,-13%
CCSc1nnc(NC(=O)COc2ccc(Cl)cc2)s1,-5%
CCn1c(CNc2ccc(F)cc2)nnc1SCC#N,-6%

# (list continues)
SMILES,ERK EGF inh
Cc1ccccc1C(=O)Nc1nnc(SC(C)C)s1,-3%
COc1ccc(NC(=O)CC(NCc2ccccn2)C(=O)O)cc1 (stereo not drawn),-4%
CCC(C(=O)NC1CCCCC1)N(Cc1cccs1)C(=O)c1snc(C(N)=O)c1N (stereo not drawn),?
C#CCOCCOCCOCCNc1nc(N2CCN(C(=O)[C@H](C(C)C)n3cc(CCO)nn3)CC2)nc(N2CCN(C(=O)[C@H]([C@@H](C)CC)n3cc(CCCCN)nn3)CC2)n1,1%
CC(C)[C@H](NS(=O)(=O)c1ccc2c(c1)OCCO2)C(=O)OCC(=O)Nc1cccc(Cl)c1Cl,2%
O=C(C1=C(O)C(=O)N(Cc2ccco2)C1c1ccccc1F)c1cccs1 (stereo not drawn),-3%
O=S(=O)(c1ccc2ccccc2c1)N1CCN(C(=S)Nc2ccccc2F)CC1,-8%[57.5 µM]
COc1ccccc1/C=C/C=N/NC(=O)CCC1C(=O)NN=C1C (stereo not drawn),-3%
COc1ccccc1CN1CCCC2(CCN(C(=O)c3ccncc3)CC2)C1,-8%
CC(=O)N1CCN(c2ccc([N+](=O)[O-])c(NCc3cccnc3)c2)CC1,-4%
CSc1ccccc1N=CC1=C(O)CC(C)(C)CC1=O,3%
CC(C)CC(NC(N)=O)C(=O)NCc1ccccc1Cl (stereo not drawn),-4%[57.5 µM]
O=C(C1=C[C@H](c2coc3ccccc3c2=O)C[C@H](OCc2ccc(CO)cc2)O1)N1CCOCC1,-5%[57.5 µM]
CCC(C)NC(=S)N1CCN(Cc2ccccc2)CC1 (stereo not drawn),-11%
Cc1cc(C)cc(NC(=O)N2CCCN(Cc3c(F)cccc3Cl)CC2)c1,3%[57.5 µM]
O=C(Nc1ccc(CN2CCCCC2)cc1)c1cc(Br)ccc1Cl,5%
CC1=NN(C(C#N)c2ccccc2O)C(C)(C)C1 (stereo not drawn),-1%
COc1ccc(CNc2nc(-c3ccccc3CN(C)C)nc3ccccc23)c(OC)c1,19%
COc1ccc(N2CCN(c3cc(C)c4ccccc4n3)CC2)cc1,3%
CN1C(=O)COc2ccc(C(=O)c3ccccc3C(=O)O)cc21,12%
CC(C)c1ccc(NC(=O)COC(=O)CCC(=O)c2cccs2)cc1,1%
CCN(C(=O)CSc1nc2ccccc2c(=O)n1-c1ccc(C)cc1)C1CCS(=O)(=O)C1 (stereo not drawn),-2%
COc1ccccc1-n1c(C)nc2cc(C(=O)NCc3ccc4c(c3)OCO4)ccc21,12%
C/C(N)=C(/C#N)C(=O)COC(=O)c1ccccc1O,-10%
COC(=O)N[C@@H](c1ccc(Br)cc1)C(C(=O)OC)C(=O)OC,-5%

# (next part)
SMILES,ERK EGF inh
CCN(CC)C(=O)CSc1nnc2cc(C)c3ccccc3n12,6%
Cc1scc(C(=O)NNC(=S)NCC(C)C)c1C,-10%
Cc1cccc(C(=O)NCc2nnc3c4ccccc4c(-c4ccccc4)nn23)c1,-1%
Cc1ccc(S(=O)(=O)c2cnc(-c3ccccc3)nc2N2CCCCC2)cc1,?
CCOC(=O)Cc1c[nH]c(=S)[nH]c1=O,1%[57.5 µM]
CCOc1cc(/C=C/C(=O)O)ccc1OCc1ccccc1,-1%
CCOC(=O)N1CCN(C(=O)c2cccc(F)c2)CC1,0%
O=C(Cn1ncc2c1-c1ccccc1OC2)N1CCN(c2ccccn2)CC1,-5%
CCCOc1cccc(C(=O)Nc2ccc(Br)cc2F)c1,0%
CC1(C)Cc2cccc(C(=O)Nc3ccc(F)cc3F)c2O1,-4%[57.5 µM]
CC[C@H](c1ccc(O)cc1)[C@@H](CC)c1ccc(O)cc1,4%[25.7 µM]
Cc1cc(OCC(=O)O/N=C(\N)c2ccccc2)ccc1Cl,2%
CCC(C)N=Cc1c(Nc2ccccc2)nc2c(C)cccn2c1=O (stereo not drawn),-18%[57.5 µM]
CCCCCCN(CCCCCC)C(=O)Cc1c(-c2ccc(F)cc2)[nH]c2ccccc12,-2%&-2%
c1ccc2oc(-c3csc(N4CCOCC4)n3)cc2c1,2%
CC(=O)NC1C(=O)N=C(SC(C)C(=O)Nc2cccc(Cl)c2)NC1=O (stereo not drawn),-9%
CCOC(=O)c1ccc(NC(=O)[C@@H](NC(N)=O)C(C)C)cc1,-23%[57.5 µM]
O=C(COc1ccc(Cl)cc1Cl)NN1C(=O)C2C3C=CC([C@@H]2C1=O)C31CC1 (stereo partly drawn),0%[57.5 µM]
CCOC(=O)C1=C(C)NC(C)=C(C(=O)OCC)C1c1cccc(C)n1,-8%[57.5 µM]
COc1ccc(Cn2c(SCC#N)nc3ccc(N4CCOCC4)cc3c2=O)cc1,?
COC(=O)C(C(=O)OC)C(C[N+](=O)[O-])c1ccc(O)c(OC)c1 (stereo not drawn),-2%
Cc1ccc(C(=O)O)cc1NC(=S)NC(=O)c1ccc([N+](=O)[O-])c(C)c1,-2%
Cc1nonc1C(=O)N/N=C/c1ccc(O)cc1,10%
Cn1nnnc1Sc1c(Cl)cccc1[N+](=O)[O-],1%
